RAM network inh: inhibitors of the yeast RAM network | inhibition, % at 50 µM | 190,000 tested, 1.8% active | S. cerevisiae dse1pr::URA3 reporter, 5-FOA growth OD615, 2 d; analog-sensitive cbk1-as2 kinase mutant strain;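 active = inhibition above a set limit, 3 SD over mean compound inhibition, cut at about 8.4% in these data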;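 also: 0% = DMSO-only wells with no growth and 100% = 10 µM 1-NA-PP1 full growth; inhibition rescues growth on 5-FOA so higher OD means more RAM inhibition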
L major viab: inhibitors of Leishmania major promastigote growth; Leishmania major promastigotes, resazurin fluorescence viability; inhibition, % at 10 µM; 200,000 tested, 9% active; in the data active = inhibition above about 50%;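 also: promastigotes grown with compound for 44 hours at 28 °C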
PMI act hi M6P: increases human PMI activity with near-saturating mannose 6-phosphate. P34949. coupled PMI enzyme assay, resazurin fluorescence, 20 min; hits give high values; 1 = untreated enzyme, 0 = substrate-free blank. activation factor at 20 µM. 190,000 tested, 0.34% active. AID 1216;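 active = activation factor of 2 or more at 20 µM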
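Technique: Diaphorase-driven resazurin-to-resorufin fluorescence, excitation 544, emission 590 nm | Assay system: Human PMI in coupled enzyme assay | Times: Enzyme reaction with compound 20 min at room temperature | Medium: HEPES-buffered pH 7.4 with magnesium and detergent | Reagent: Mannose-6-phosphate 1.0 mM (near-saturating) plus 0.22 mM NADP+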
PMI act: phosphomannose isomerase (human) activation. 190,000 tested, 0.005% active. activation factor at 20 µM. purified human PMI, coupled resazurin fluorescence, 20 min; hits give high values; 1 = vehicle control, 0 substrate-free wells. P34949;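 active = activation factor of 2 or more at 20 µM, relative to plate controls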
TNAP inh no acc: TNAP (human) inhibition, acceptor-free conditions; P05186; purified TNAP, CDP-star luminescence, 30 min; inhibition, % at 20 µM; 200,000 tested, 0.26% active; AID 1012;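 active = tissue-nonspecific alkaline phosphatase inhibition above about 50% at 20 µM in the single-dose screen, limit read from the data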;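 also: 0% = DMSO negative control and 100% = EDTA positive control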
Target sequence (P05186 whole entry, looked up): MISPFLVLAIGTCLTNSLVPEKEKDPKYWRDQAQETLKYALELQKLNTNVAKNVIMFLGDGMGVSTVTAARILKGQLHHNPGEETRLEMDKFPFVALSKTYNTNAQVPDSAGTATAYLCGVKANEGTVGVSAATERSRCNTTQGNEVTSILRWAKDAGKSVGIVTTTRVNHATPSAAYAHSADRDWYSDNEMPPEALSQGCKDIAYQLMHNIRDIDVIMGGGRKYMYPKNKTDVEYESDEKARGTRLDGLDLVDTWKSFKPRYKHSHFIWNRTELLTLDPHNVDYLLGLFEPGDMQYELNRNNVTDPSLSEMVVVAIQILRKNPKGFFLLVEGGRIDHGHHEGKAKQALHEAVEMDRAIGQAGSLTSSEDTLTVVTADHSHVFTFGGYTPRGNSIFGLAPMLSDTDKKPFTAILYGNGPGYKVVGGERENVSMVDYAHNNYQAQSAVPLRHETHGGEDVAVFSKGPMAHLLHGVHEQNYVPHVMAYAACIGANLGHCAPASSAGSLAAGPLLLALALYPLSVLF
S1P3 antag: S1P3 (human) receptor antagonism | AID 485 | 170,000 tested, 0.27% active | inhibition, % at 4.98 µM | CHO S1P3 NFAT-BLA reporter, FRET fluorescence, antagonist mode | Q99500;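 active = inhibition above the plate cutoff, the mean inhibition of test wells on that plate plus 3 SD, cut at about 28% in these data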;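 also: cells challenged with S1P at its EC80 of 0.8 µM; blue over green emission ratio from cleaved BLA substrate after 4 h stimulation; 0% = S1P-stimulated wells and 100% = unstimulated DMSO-only wells; some compounds past the cut are filed as inactive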
Target sequence (Q99500 whole entry, looked up): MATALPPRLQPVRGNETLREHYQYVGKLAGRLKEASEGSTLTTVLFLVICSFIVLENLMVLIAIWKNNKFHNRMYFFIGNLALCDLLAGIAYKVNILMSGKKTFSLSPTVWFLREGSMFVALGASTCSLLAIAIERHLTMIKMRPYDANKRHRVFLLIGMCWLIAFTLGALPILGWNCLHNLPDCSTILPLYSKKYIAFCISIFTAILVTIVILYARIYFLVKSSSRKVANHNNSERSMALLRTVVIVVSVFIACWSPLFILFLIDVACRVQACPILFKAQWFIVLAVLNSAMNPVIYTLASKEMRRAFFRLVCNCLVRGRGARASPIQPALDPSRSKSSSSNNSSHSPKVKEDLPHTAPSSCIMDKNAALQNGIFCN
DTT redox prof: compounds producing H2O2 with reducing agent – biochemical, NIH compound library profiling, artefact control for MLSCN library redox annotation, primary screen | activation, % at 10 µM | 200,000 tested, 0.03% active | DTT-dependent redox cycling H2O2, phenol red/HRP absorbance; 100% = 100 µM peroxide control, 0% = buffer;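 active = activation of at least 50% relative to the plate's high and low controls in the primary single-dose screen; inactive = activation below 50%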;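 also: compound incubated with DTT at 0.8 mM final as the reducing agent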
Efa HMGR inh: E. faecalis class II HMG-CoA reductase inhibition | purified E. faecalis HMGR, NADPH absorbance 340 nm kinetic | inhibition, % at 10 µM | 190,000 tested, 0.41% active;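 active = inhibition above a set limit, the median over all tested compounds plus 3 SD, cut at about 9.5% in these data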;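 also: enzyme runs in reverse so mevalonate oxidation gives rising NADPH absorbance; 0% = complete reaction with DMSO and 100% = background rate lacking mevalonate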
Hsp70 act: transcriptional activators of Hsp70; 200,000 tested, 0.04% active; AID 1203; activation, % at 10 µM; HeLa Hsp70 promoter luciferase reporter, luminescence; scaled: vehicle 0, proteasome-inhibitor control 100%;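 active = activation above the mean across all tested compounds plus 3 SD, cutoff set per campaign, cut at about 5.5% in these data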;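 also: 100% = MG132 at 30 µM as the positive control and 0% = DMSO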
TNAP inh hiacc: blocks human TNAP under high phosphate acceptor concentration | P05186 | 200,000 tested, 0.03% active | purified TNAP, CDP-star luminescence, 1 M DEA | inhibition, % at 20 µM | AID 1135;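 active = over 50% inhibition of tissue-nonspecific alkaline phosphatase at 20 µM in the single-dose screen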;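 also: plate controls were DMSO wells for no effect and EDTA-quenched wells as full inhibition for full effect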
* = called active by the depositor; · = not tested or not shown. Outcome played no part in choosing rows; any-hit rate near 12%.

Sample of the layout (2 entries):
structure	RAM network inh	L major viab	PMI act hi M6P	PMI act	TNAP inh no acc	S1P3 antag	DTT redox prof	Efa HMGR inh	Hsp70 act	TNAP inh hiacc
Cc1sc(NC(=O)c2ccco2)c(CN2CCCCC2)c1C	0.5	14	0.9	1	-5	-12	0.3	0	-0.2	-7
Cc1ccc(NC(=O)CCn2cccc2)cc1F	1.0	-1	1	1	-20	·	-11	-3	-0.1	-3

Main list, from the first entry:
structure	RAM network inh	L major viab	PMI act hi M6P	PMI act	TNAP inh no acc	S1P3 antag	DTT redox prof	Efa HMGR inh	Hsp70 act	TNAP inh hiacc
Cc1sc(NC(=O)c2ccco2)c(CN2CCCCC2)c1C	0.5	14	0.9	1	-5	-12	0.3	0	-0.2	-7
Cc1ccc(NC(=O)CCn2cccc2)cc1F	1.0	-1	1	1	-20	·	-11	-3	-0.1	-3
COc1ccccc1CN1CCNC(=O)C1CC(=O)N(C)Cc1ccon1 (stereo unspecified)	0.2	-2	0.8	0.9	-8	-23	-1.7	-3	-0.1	-2
CC(C)(C)NS(=O)(=O)c1cc(C(=O)Nc2sccc2C#N)ccc1Cl	3.2	54*	1	1	-5	3	-0.2	-7	-0.3	-2
CCOC(=O)N1CCN(C(=O)CSc2ccccc2)CC1	-0.3	-4	0.9	0.9	-8	-12	-0.2	0	0.8	-4
COc1ccc(NC(=O)c2cccs2)c([N+](=O)[O-])c1	3.2	1	1	1	-2	·	-3.7	0	0.0	1
CCc1ccccc1NC(=O)CN1C(=O)C2CCCN2c2ncc(Cl)cc21 (stereo unspecified)	0.0	4	1.2	1.1	-9	11	-5.3	3	-0.2	1
CC1N(C)c2cccc3cccc(c23)N1C	2.2	5	0.4	0.7	-6	·	0.2	-6	-0.1	4
O=C(c1cn(-c2ccccc2)nc1-c1ccccc1)N1CCOCC1	1.9	8	1	1	-5	-15	-0.1	1	0.2	-5
C=C(C)C1(O)OC(=O)C=C1OC (stereo unspecified)	2.2	0	0.6	0.9	-3	-7	0.1	-1	-0.5	-3
Cc1csc(SCC(=O)NC(=O)NC2CCCC2)n1	1.7	0	0.9	0.9	-3	2	-2.2	1	-0.1	-4
COc1ccc(N(CC(=O)NC2CCCC2)S(=O)(=O)c2c(C)[nH]c(=O)[nH]c2=O)cc1	2.0	-5	1	1.1	7	·	-3.2	1	-0.2	-10
CC(C)(C)CN1CCNC(=O)C1CC(=O)N1CCC(C(=O)N2CCOCC2)CC1 (stereo unspecified)	1.6	-3	0.7	0.9	-10	-2	0.4	-6	-0.2	-8
CCCC(=O)Nc1ccc(C(=O)n2nnc3ccccc32)cc1	4.2	-6	0.9	0.9	-9	-10	0.7	-6	-0.2	-4
CN(C)c1ccc(/C=C2/SC(=O)N(CCN=C3NS(=O)(=O)c4ccccc43)C2=O)cc1	1.8	-7	0.9	0.8	-1	-8	0.3	-6	0.0	8
COc1ccc(C(O)C(CN2CCOCC2)c2ccccc2)cc1F (stereo unspecified)	1.9	86*	1	1	-11	0	1.6	3	0.0	-4
CC(C)(C)c1ccc(/C=N/NC(=S)Nc2cccnc2)cc1	5.2	17	1.1	1.1	-6	-15	0.0	-3	-0.2	6
CC(=O)N1Cc2ccccc2CC1C(=O)N1CCN(c2ccccc2)CC1 (stereo unspecified)	0.6	3	1.1	1	-10	-5	0.2	3	-0.2	-1
COc1ccc2c(c1)NC(c1cc(Cl)cc(Cl)c1O)c1cccn1-2 (stereo unspecified)	3.1	-1	0.9	1.1	-14	-6	1.1	2	-0.3	-4
C#CCN(C)CCCOc1ccc(Cl)cc1Cl	0.1	-3	1	1.1	-12	-4	0.7	-1	-0.2	-5
COc1cc(C(N)=O)ccc1OCc1ccccc1	0.7	-5	1	1	-2	-21	-0.1	-10	-0.2	-2
CC1(C)OC(=O)N(CCC(=O)Nc2cccc(F)c2)C1(C)O (stereo unspecified)	1.7	-5	1.1	1	-6	-3	-0.3	-4	0.1	0
Cc1csc(CN(C)C(=O)CC2C(=O)NCCN2CC(C)(C)C)n1 (stereo unspecified)	1.6	-2	0.5	0.9	-8	1	-1.1	-2	-0.3	-5
C=CCNC(=S)N/N=C/c1ccc(C(F)(F)F)cc1	4.3	-3	1	0.9	-12	-8	-2.6	-2	-0.5	-3
CCNc1ccc(Br)cc(C(=O)/C=C/c2c(Cl)cccc2Cl)c1=O	4.5	100*	1.2	1.1	16	·	3.4	0	0.2	9
O=C(c1cccs1)C1CCCN(Cc2nc(Cc3ccccc3F)no2)C1 (stereo unspecified)	1.9	78*	0.9	0.8	-7	1	-1.2	-3	-0.1	-7
COc1ccccc1Nc1nnc(C)c(=O)[nH]1	-0.4	3	1	1.1	-2	·	0.2	-3	-0.3	0
O=C(N/N=C1/CC2C=CCC12)c1ccc(Br)o1 (stereo unspecified)	0.5	-2	1	1.1	-1	-12	-0.3	-1	0.0	1
Cc1ccc(Nc2nc(C(=O)NCc3ccco3)cs2)cc1	2.6	13	0.8	0.9	-8	4	-0.3	-11	-0.1	-2
C=CCNC(=O)c1ccc(C(=O)c2ccccc2)cc1	1.4	2	1	1	-9	·	-0.1	-2	0.2	-2
CCOc1ccc2nc(C)cc(Nc3ccc4c(c3)OCCO4)c2c1	-0.5	101*	0.9	0.9	-10	·	1.8	-2	0.1	-5
OC(CNCc1ccccc1)Cn1ccc2ccccc21 (stereo unspecified)	1.4	96*	1	1	0	2	0.0	-5	-0.2	-5
CCOC(=O)c1cn(CC(=O)Nc2ccccc2C(=O)OCC)nn1	1.2	-4	1	1	-11	-27	-0.5	-1	-0.1	-5
Cc1nc(NC2=NCN(Cc3ccccc3)CN2)nc2ccccc12	·	·	0.9	1	-3	-20	·	·	·	-4
Oc1cc2c(cc1CN1CCN(c3cccc(C(F)(F)F)c3)CC1)CCC2	-0.3	5	1	0.9	-12	·	2.4	1	-0.2	-4
CSc1ccccc1NC(=O)c1cc(CC(C)C)on1	1.7	-9	0.9	0.9	-5	-1	-0.9	-3	0.2	0
Cc1ccc(C2C(C#N)=C(N)Oc3cc4c(cc32)OCO4)cc1 (stereo unspecified)	0.7	11	1	0.9	1	1	-0.5	-6	0.6	-6
CCNC(=O)CC1SC(=Nc2ccc(C)cc2)N(CC)C1=O (stereo unspecified)	-0.1	0	1	1	-6	·	1.5	0	-0.1	-2
COc1ccc(CCC(=O)N2CCN(S(=O)(=O)c3ccc4ccccc4c3)CC2)cc1	2.2	3	0.8	0.8	-2	·	2.4	-2	-0.3	-2
CC(C)(O)C#Cc1ccc(C(=O)N2CCN(C(=O)c3ccco3)CC2)cc1	-0.8	-1	1.1	1.1	-8	-20	2.3	-3	-0.5	-3
Cc1ccccc1Nc1nc(N)nc(CSc2nncn2C)n1	3.1	-6	1	1	-12	-10	0.0	0	0.0	-4
C[N+](C)(C)CCCN1C(=O)CCCC1=O	-1.1	-4	1	0.8	-9	·	2.7	1	-0.1	-4
O=C(/C=C/Nc1ccc(F)cc1)c1ccco1	1.9	-7	1	0.9	-8	-30	1.9	0	0.3	2
O=[N+]([O-])c1ccc(OCc2cccc(COc3ccc([N+](=O)[O-])cc3)n2)cc1	5.1	-6	1	1.2	-11	-1	0.6	-3	-0.2	-8
O=C(NCc1ccncc1)Nc1ccccc1F	0.1	-3	1	1	-9	-10	-0.3	-5	0.0	-6
COCCN1C=C(C(=O)OC)C(c2ccc3c(c2)OCO3)C(C(=O)OC)=C1	0.8	7	1	1	-22	9	-0.5	4	-0.2	-4
CCOC(CCn1c(SCC(=O)Nc2cc(C)on2)nc2ccccc2c1=O)OCC	1.8	3	1.1	1	-5	-11	-1.6	0	0.0	-8
COc1ccc(C(=O)Nc2cccc(N(C)S(C)(=O)=O)c2)cc1OC	1.0	0	0.9	0.9	-10	-14	-0.2	-2	0.1	-1
CO/N=C/C(=N\Nc1ccc(OC)cc1)C(=O)c1ccc(F)cc1	9.2*	0	0.9	1	-4	-3	-0.8	-3	-0.3	1
CCOc1ccc(OCCCC(=O)NC2=NCCS2)cc1	2.2	4	1	1	-14	·	0.0	3	-0.2	-9
Cc1ccc(NC(=O)CC2SC(=Nc3ccc(O)cc3)NC2=O)cc1 (stereo unspecified)	1.6	5	1	1	19	-1	0.0	-3	-0.3	-4
O=C(c1nc2ccccn2c1CNCC1OCCc2ccccc21)N1CCOCC1 (stereo unspecified)	0.0	-2	1	0.9	-6	6	-0.8	-2	0.0	-5
C/C(=C\C(=O)C(F)(F)F)Nc1ccc(C(F)(F)F)cc1	2.3	-5	0.9	0.9	-7	·	2.0	-1	0.0	-4
O=C(CSC1=NC2(CCCCCC2)N=C1c1ccccc1)Nc1ccc2c(c1)OCCO2	1.0	17	0.8	0.8	-5	-8	3.1	0	0.1	-1
O=C(Cc1ncc(C(F)(F)F)cc1Cl)N1CCN(c2ccccn2)CC1	1.9	-2	1	1	-9	·	-5.2	1	-0.1	-2
CC(Cl)C(=O)NC(=O)NC12CC3CC(CC(C3)C1)C2 (stereo unspecified)	1.1	-2	1.1	1	-4	10	0.2	-3	-0.2	-1

Additional results
structure	RAM network inh	L major viab	PMI act hi M6P	PMI act	TNAP inh no acc	S1P3 antag	DTT redox prof	Efa HMGR inh	Hsp70 act	TNAP inh hiacc
O=C(C1CCCCC1)N1CCC(c2nc3ccccc3[nH]2)CC1	-0.1	-1	1.2	1	-4	-18	18	-1	-0.3	-1
Cc1cc(C)cc(OCc2nnc(SCC(=O)c3ccc(Br)cc3)o2)c1	5.8	3	0.9	0.9	-7	0	1.1	0	0.0	-3
COc1ccc(/C=C(/C#N)C(=O)Nc2cccnc2)cc1OC	0.7	-6	0.9	0.9	-3	-13	-0.5	3	0.0	-4
COc1cccc(C2/C(=C(/O)c3ccc(F)cc3)C(=O)C(=O)N2CCN(C)C)c1 (stereo unspecified)	2.4	14	0.9	1	-8	-14	-0.4	-3	-0.1	0
O=c1c(-c2nnc(SCc3ccc(Cl)c(Cl)c3)o2)cccn1Cc1ccccc1	11*	7	1	0.9	-4	·	0.5	0	-0.1	-4
CCOC(=O)C1CCCN(CC(=O)Nc2cccc(C(C)=O)c2)C1 (stereo unspecified)	0.4	3	1.1	1.1	-4	-11	-1.6	0	-0.1	4
Cn1c(=O)c2[nH]c(-c3ccccc3O)nc2n(C)c1=O	1.5	-2	0.7	0.8	39	·	-0.8	0	0.2	7
COc1ccc(C(c2sc3nc(C)nn3c2O)N2CC(C)OC(C)C2)cc1OC (stereo unspecified)	1.1	-6	1.1	1.1	-9	-11	0.3	-2	0.1	-5
O=c1ccc2cc3c([nH]c4ccc(Br)cc43)oc-2c1O	1.1	-5	0.4	0.3	2	0	0.1	8	0.0	14
